Screens from PubChem.
p53ts 32C kill – cytotoxicity in p53ts cells at permissive temperature. Potency, µM (series often up to 46.1 µM), inactives show at the highest dose activity change, negative = cytotoxicity, actives largely listed as cytotoxic. actives 0.93% (n = 130,000). H1299-p53A138V at 32C, ATP luminescence viability, 24 h;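 further: 0% = DMSO and -100% = full killing by reference compound; nearly all actives have a fitted effect of over 55% in size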
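Cells: H1299 p53ts (A138V), 600/well, pre-incubated 16–30 h at 37C. Cpd up to 46 uM, 24 h, 32C. Readout: ATPlite luminescence, 20 min RT. Normalization: DMSO vs tamoxifen 100 uM. AC50 by Hill equation.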
IkB sig inh – IkB pathway inhibition in ABC-DLBCL cells; ABC-DLBCL IkBa-CBG/CBR dual luciferase ratio, 4 h; response scale: scaled: untreated 0%, proteasome inhibitor 100%; Potency, µM (titrated, usually from 57.1 µM), for inactives: at the highest dose IkBa stabilization activation; actives 0.04% (n = 110,000); AID 445; active means well fitted curve in the direction sought with a large enough effect in the signal ratio, not every such curve was filed as active; inconclusive means small, poorly fitted or top-dose-only effect, or a change in a side signal; the % refers to the signal ratio;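 further: the direction sought is a rising ratio; 0% = basal untreated cells and 100% = reference inhibitor full response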
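In this assay, an IκBα–CBG68 fusion accumulates when IKK-driven degradation is blocked; native CBR normalizes for cell number. OCI-Ly3 cells were treated 4 h with compound and doxycycline, then green and red light read after Chroma-Glo addition.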
p53ts 39C tox – p53ts cell cytotoxicity, nonpermissive temperature. Potency, µM (series often up to 46.1 µM), without a hit: at the highest dose activity change, negative = cell killing, most hits filed as cytotoxic. actives 1.5% (n = 130,000). H1299-p53A138V viability at 39C, ATP luminescence, 24 h; further: nearly all actives have a fitted effect of over 55% in size
Peg3 imprint – genomic imprint erasure induction | mouse ES Peg3-LacZ reporter, beta-gal luminescence, 40 h | Potency, µM (doses to about 60.7 µM), inactives show top-dose activity change, positive = activation, usual class: activators | actives 0.02% (n = 110,000) | AID 1948;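 further: 0% = negative control wells on the plate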
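Each well holds 300 Peg3LacZ-Neo (maternal) female ES cells incubated 40 h at 37C, 5% CO2. LacZ is measured by BetaGlo luminescence, with AC50 and maximum efficacy derived from dose-response curves.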
An asterisk follows results filed as active; ? = inconclusive; . = no result given; [ ] = dose if it differs, or a comment. Unless noted, the call rests on the fitted dose curve; in most records, active means well fitted curve in the direction sought with a large enough effect; inconclusive means small, poorly fitted or top-dose-only effect, or another doubt; inactive means no such curve, though single readings can be large; an effect the other way counts as inactive or inconclusive. Unless noted, on the % scale 0 is the no-effect control and ±100 the full control effect; potency means the concentration at half of the fitted maximal effect.

[1] O=C(O)C(c1ccccc1)N1CCCC1 (stereo not drawn)
[2] Cc1ccccc1-c1nc(C(N)=O)c2c(n1)n(-c1ccc3c(c1)OCO3)c(=O)n2C
[3] COC(=O)c1sc(S(=O)(=O)N2CCN(c3ccccc3)CC2)c(C(=O)OC)c1C
[4] COc1cccc2cc(-c3nnc(SCC(=O)Nc4nc(C)cs4)n3C)oc12
[5] O=C(NCc1cccc(F)c1)C1CCN(C(=O)c2sccc2-n2cccc2)CC1
[6] Cc1cc(NC(=O)COC(=O)c2ccc(S(=O)(=O)N3CCCc4ccccc43)cc2)no1
assay / entry	1	2	3	4	5	6
p53ts 32C kill	-4%	2%	-3%	-15%	5%	-6%
IkB sig inh	1.7%	1.9%	4.2%	-0.2%	-2.3%	2.8%
p53ts 39C tox	1%	10%	-14%	-8%	-6%	-23%
Peg3 imprint	-4%	-3%[10.9 µM]	-17%	-6%	-9%[10.9 µM]	-17%

As entered above.
COC(=O)c1sc(S(=O)(=O)N2CCN(c3ccccc3)CC2)c(C(=O)OC)c1C in p53ts 39C tox = -14%
Cc1ccccc1-c1nc(C(N)=O)c2c(n1)n(-c1ccc3c(c1)OCO3)c(=O)n2C in Peg3 imprint = -3%[10.9 µM]
O=C(NCc1cccc(F)c1)C1CCN(C(=O)c2sccc2-n2cccc2)CC1 in Peg3 imprint = -9%[10.9 µM]

The results go on.
[7] Cc1nn(-c2ccccc2C(=O)O)c(=O)c2ccccc12
[8] CCOC(=O)Cn1c(C(=O)OCC)cc2sccc21
[9] COCCCNC(=O)CC(c1cc(OC)c(OC)c(OC)c1)N1Cc2ccccc2C1=O (stereo not drawn)
[10] Cc1nc2ccc(S(=O)(=O)NC(C(=O)NCc3ccco3)C(C)C)cc2s1 (stereo not drawn)
[11] COc1ccc(C(C(=O)NC2CCCCC2)N(CC2CCCO2)C(=O)C2COc3ccccc3O2)cc1OC (stereo not drawn)
[12] CCOc1ccc(C(=O)Nc2ccc3nc(SCC(=O)N4CCCC4)sc3c2)cc1
assay / entry	7	8	9	10	11	12
p53ts 32C kill	3%	-1%	6%	6%	1%	-6%
IkB sig inh	-1.9%	-1.2%	0.8%	0.9%	.	0.8%
p53ts 39C tox	13%	0%	-5%	-2%	-6%	10%
Peg3 imprint	-4%	-7%	9%[10.9 µM]	-11%	.	-19%[10.9 µM]

Exported tab-delimited: part of the list above
item	Molecule	p53ts 32C kill	IkB sig inh	p53ts 39C tox	Peg3 imprint
1	O=C(O)C(c1ccccc1)N1CCCC1 (stereo not drawn)	-4%	1.7%	1%	-4%
2	Cc1ccccc1-c1nc(C(N)=O)c2c(n1)n(-c1ccc3c(c1)OCO3)c(=O)n2C	2%	1.9%	10%	-3%[10.9 µM]
3	COC(=O)c1sc(S(=O)(=O)N2CCN(c3ccccc3)CC2)c(C(=O)OC)c1C	-3%	4.2%	-14%	-17%
4	COc1cccc2cc(-c3nnc(SCC(=O)Nc4nc(C)cs4)n3C)oc12	-15%	-0.2%	-8%	-6%
5	O=C(NCc1cccc(F)c1)C1CCN(C(=O)c2sccc2-n2cccc2)CC1	5%	-2.3%	-6%	-9%[10.9 µM]
6	Cc1cc(NC(=O)COC(=O)c2ccc(S(=O)(=O)N3CCCc4ccccc43)cc2)no1	-6%	2.8%	-23%	-17%
7	Cc1nn(-c2ccccc2C(=O)O)c(=O)c2ccccc12	3%	-1.9%	13%	-4%
8	CCOC(=O)Cn1c(C(=O)OCC)cc2sccc21	-1%	-1.2%	0%	-7%
9	COCCCNC(=O)CC(c1cc(OC)c(OC)c(OC)c1)N1Cc2ccccc2C1=O (stereo not drawn)	6%	0.8%	-5%	9%[10.9 µM]
10	Cc1nc2ccc(S(=O)(=O)NC(C(=O)NCc3ccco3)C(C)C)cc2s1 (stereo not drawn)	6%	0.9%	-2%	-11%
11	COc1ccc(C(C(=O)NC2CCCCC2)N(CC2CCCO2)C(=O)C2COc3ccccc3O2)cc1OC (stereo not drawn)	1%	.	-6%	.
12	CCOc1ccc(C(=O)Nc2ccc3nc(SCC(=O)N4CCCC4)sc3c2)cc1	-6%	0.8%	10%	-19%[10.9 µM]

Next section:
[13] O=C(CCn1cnc2onc(-c3ccc(F)cc3)c2c1=O)N1CCN(c2ccccc2)CC1
[14] Cc1nc2ccccn2c1/C(O)=C1\C(=O)C(=O)N(CCN2CCOCC2)C1c1ccncc1 (stereo not drawn)
[15] Cc1ccc(-c2c(C(=O)N3CCN(c4cc(Cl)ccc4C)CC3)oc(=O)c3ccccc23)cc1
[16] CCCCCc1c(C)nc(SCC(=O)O)[nH]c1=O
[17] COc1ccc2cc(CCNC(=O)CC(C)(C)C)c(=O)[nH]c2c1
[18] CC1CCN(CCCNC(=O)CN2C(=O)CSc3ccc(S(=O)(=O)N4CCCCC4)cc32)CC1
assay / entry	13	14	15	16	17	18
p53ts 32C kill	-7%	8%	10%	-2%	-11%	-2%
IkB sig inh	?	-0.4%	-1.5%	-0.5%	-1.5%	-0.7%
p53ts 39C tox	-8%	0%	18%	8%	-5%	-23%
Peg3 imprint	-2%[10.9 µM]	-3%	-7%[10.9 µM]	-6%	-6%	-15%[10.9 µM]

[19] CC(OC(=O)C1CCN(S(=O)(=O)c2ccccc2)CC1)C(=O)Nc1ncc(Cl)cc1Cl (stereo not drawn)
[20] CCCCOC(=O)c1[nH]c2c(c1C)C(=O)CC(c1cc(OC)c(OC)c(OC)c1)C2 (stereo not drawn)
[21] COc1ccc(NC(=O)C2CCCN(C(=O)c3cnn(-c4ccc(F)cc4)c3-n3cccc3)C2)cc1 (stereo not drawn)
[22] CCOC(=O)Cc1csc(NC(=O)CCNS(=O)(=O)c2ccc3c(c2)CCC(=O)N3)n1
[23] N#CNC1=NCN(Cc2ccccc2)CN1
[24] CCC1CN(S(=O)(=O)c2cc(-c3cc(C)no3)ccc2C)c2cc(C)ccc2O1 (stereo not drawn)
assay / entry	19	20	21	22	23	24
p53ts 32C kill	13%	-4%	9%	-7%	6%	12%
IkB sig inh	0.9%	?	-0.6%	0.2%	1.0%	0.1%
p53ts 39C tox	-1%	5%	4%	-3%	5%	12%
Peg3 imprint	7%	-21%	-3%[10.9 µM]	-11%	-2%	-16%[10.9 µM]

[25] CCOC(=O)N1CCN(C(=O)CCNS(=O)(=O)c2cc(Br)cnc2N)CC1
[26] COc1ccc(-c2nnc(SCC(=O)NCCc3ccccc3)o2)cc1
[27] CCCC(=O)N(C)c1nnc(-c2ccc(OC)cc2)s1
[28] O=C(CN(Cc1ccc2c(c1)OCO2)C(=O)c1cnsn1)NC1CCCC1
[29] O=C(CCC(=O)Nc1nnc(C2CCCCC2)s1)NCc1cccs1
[30] COc1cc(C(=O)NCC(c2cccs2)S(=O)(=O)c2ccc(F)cc2)cc(OC)c1OC (stereo not drawn)
assay / entry	25	26	27	28	29	30
p53ts 32C kill	-3%	6%	?	2%	10%	-4%
IkB sig inh	-0.2%	.	-2.4%	0.3%	-2.3%	?
p53ts 39C tox	3%	12%	?	-4%	2%	7%
Peg3 imprint	-5%	.	-5%	-8%	-20%	-10%[10.9 µM]

[31] CCc1ccc2[nH]c(=O)c(C(c3nnnn3CCOC)N3CCN(c4ccccc4F)CC3)cc2c1 (stereo not drawn)
[32] COCCn1nnnc1C(c1ccc(OC)cc1OC)N1CCN(c2ccccc2)CC1 (stereo not drawn)
[33] CCc1ccc(NC(=O)COC(=O)CCCC2=NS(=O)(=O)c3ccccc3N2)cc1
[34] COc1ccc(NC(=O)NCCc2c(C)nn(C)c2C)c(OC)c1
[35] COc1ccccc1CNC(=O)C(CCSC)NS(=O)(=O)c1ccc2c(c1)oc(=O)n2C (stereo not drawn)
[36] COC(=O)c1cc(NC(=O)c2cc(C)oc2C)cc(C(=O)OC)c1
assay / entry	31	32	33	34	35	36
p53ts 32C kill	11%	6%	4%	3%	-12%	-1%
IkB sig inh	?	0.9%	1.0%	-0.3%	2.2%	.
p53ts 39C tox	13%	2%	-1%	-19%	0%	0%
Peg3 imprint	-12%	0%	-10%[10.9 µM]	-7%[10.9 µM]	-10%	.

[37] COc1ccc(CC(NC(C)=O)C(=O)NC2CCN(c3nc(C)cc(C)c3C#N)CC2)c(OC)c1 (stereo not drawn)
[38] CCC(=O)N/C(N)=N/c1nc(C)c2cc(OC)ccc2n1
[39] CCCc1nnc(N2C(=O)c3oc4ccc(F)cc4c(=O)c3C2c2ccc(C(=O)OC)cc2)s1 (stereo not drawn)
[40] CCOc1ccccc1NC(=O)c1c(NCc2cccs2)sc2c1CCC(C)C2 (stereo not drawn)
[41] O=C(CCCCCNS(=O)(=O)c1ccc(Br)cc1)NCCN1CCOCC1
[42] Cc1ccc(-c2cc(C(=O)NCc3ccccc3Cl)c3ccccc3n2)cc1C
[43] Cc1ccc(-n2nc(C)c(C(=O)NCCCN3CCN(c4ccccc4F)CC3)c2-n2cccc2)cc1
[44] COc1cccc(NC(=O)Cn2nc3c4ccccc4n(Cc4cccc(F)c4)cc-3c2=O)c1
[45] COc1cccc(NC(=O)Cn2c(=O)oc3ccccc32)c1
assay / entry	37	38	39	40	41	42	43	44	45
p53ts 32C kill	3%	?	-17%	11%	-10%	-7%	-9%	-15%	-2%
IkB sig inh	1.9%	4.9%	?	-0.5%	-1.0%	-0.1%	?	-0.2%	9.2%
p53ts 39C tox	9%	?	6%	?	9%	?	13µM*	-26%	-2%
Peg3 imprint	0%	-2%	-11%[10.9 µM]	-15%[10.9 µM]	-6%	-11%[10.9 µM]	-18%[10.9 µM]	18%[10.9 µM]	26%
